AHR activator – human AHR activation | P35869 | AHR-responsive luciferase reporter cells, luminescence | activation, % at 5 µM | hit rate 2.5% among 320,000; in the data active means activation above about 47%;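 further: 0% = vehicle wells and 100% = reference agonist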
RPL19A-GFP yeast – alters RPL19A-GFP fluorescence in TOR pathway yeast screen; S. cerevisiae RPL19A-GFP strain, flow cytometry, 3 h; hits give low values; percent response vs DMSO, % at 10 µM; hit rate 0.3% among 330,000;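 active means percent response vs DMSO below 50%; inconclusive means fewer than 70 events counted for the yeast strain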;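 further: median channel GFP fluorescence of the barcoded RPL19A-GFP strain; ratio of sample median GFP to plate DMSO average so 100% = DMSO; lower means less RPL19A-GFP as with rapamycin TOR inhibition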
LAP4-GFP MLPCN – yeast TOR pathway LAP4-GFP modulation | AID 2023 | S. cerevisiae LAP4-GFP multiplex, flow cytometry GFP, 3 h; median GFP as percent of DMSO wells | GFP response vs DMSO, % at 10 µM | hit rate 0.34% among 320,000;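 active means GFP response vs DMSO above a set limit, about the screen mean plus 3 SD, cut at about 150% in these data; inconclusive means under 70 cell events counted for the yeast strain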
procasp7 counter – activates human procaspase-7, counter-screen for procaspase-3 activators | P55210 | recombinant procaspase-7, Ac-DEVD-pNA absorbance 405 nm; D23A/D198A/D206A triple mutant, cannot self-cleave; scale: DMSO 0, 5 µM enzyme 100 | activation, % at 8.5 µM | hit rate 0.093% among 330,000;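 active means percent activation above the screen-wide mean plus 3 SD, cut at about 25% in these data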
Target sequence (P55210 whole entry D23A/D198A/D206A): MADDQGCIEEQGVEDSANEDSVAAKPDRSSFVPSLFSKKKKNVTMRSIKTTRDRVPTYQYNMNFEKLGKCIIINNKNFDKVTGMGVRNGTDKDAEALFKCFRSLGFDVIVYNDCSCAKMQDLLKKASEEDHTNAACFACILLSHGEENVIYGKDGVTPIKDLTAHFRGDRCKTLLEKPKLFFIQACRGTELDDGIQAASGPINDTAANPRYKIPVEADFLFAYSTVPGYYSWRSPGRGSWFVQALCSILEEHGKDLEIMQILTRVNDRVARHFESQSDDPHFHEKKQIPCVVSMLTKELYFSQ
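Detection: p-Nitroaniline absorbance at 405 nm, read at 0 and 120 min; system: Uncleavable procaspase-7 mutant enzyme; evaluation: % activation from two-timepoint absorbance difference, scaled to controls; times: 1 h enzyme–compound preincubation and 2 h substrate reaction, both 25 °C; buffer or medium: Zinc-free HEPES pH 7.4 with 300 mM NaCl, 0.01% Triton X-100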
Yeast superoxide – lowers age-related superoxide in aged yeast cells | AID 2690 | superoxide response (% of plate mean), % at 10 µM | S. cerevisiae aged cells, superoxide DHE fluorescence; hits give low values | hit rate 0.18% among 330,000;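 active means superoxide response under a set limit, about three screen SD below normal, cut at about 65% in these data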;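 further: yeast aged for seven days with compound at 30 °C before DHE staining; 100% = average MFI of all compound-treated wells on the plate with controls excluded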
MEP2-GFP yeast – yeast TOR pathway MEP2-GFP modulation | S. cerevisiae MEP2-GFP strain, flow cytometry GFP, 3 h; 100% = DMSO control level | GFP response vs DMSO, % at 10 µM | hit rate 0.51% among 330,000;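 active means GFP response versus DMSO above a set limit, roughly screen mean plus 3 SD, cut at about 180% in these data; inconclusive means fewer than 70 cells counted for a yeast strain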;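 further: median GFP fluorescence of the barcode-gated MEP2-GFP cells per well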
proCasp3 act – procaspase-3 (human) activation; recombinant procaspase-3 D3A, Ac-DEVD-pNA absorbance 405 nm; activation, % at 8.5 µM; hit rate 0.11% among 330,000; AID 463141;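 active means activation above the mean of all tested compounds plus 3 SD, cut at about 21% in these data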;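 further: 0% = DMSO alone and 100% = DMSO wells spiked with extra 5 µM PC-3 D3A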
Target sequence (P42574 whole entry D9A/D28A/D175A): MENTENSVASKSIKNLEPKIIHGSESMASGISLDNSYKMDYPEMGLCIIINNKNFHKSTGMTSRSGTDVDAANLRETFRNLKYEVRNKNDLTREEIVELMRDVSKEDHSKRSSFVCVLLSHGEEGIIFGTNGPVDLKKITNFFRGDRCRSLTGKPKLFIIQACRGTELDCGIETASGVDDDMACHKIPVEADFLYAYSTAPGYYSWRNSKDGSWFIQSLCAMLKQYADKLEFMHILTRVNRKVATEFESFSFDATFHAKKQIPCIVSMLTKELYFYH
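Evaluation: percent activation relative to control range; Material: Procaspase-3 D3A mutant, all three cleavage aspartates alanine; Compound: single dose, 8.5 µM nominal compound, 0.8% DMSO; Replication: one well per compound; Signal: absorbance at 405 nm, 0 and 120 min; Schedule: 1 h preincubation plus 2 h reaction at 25 °C.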
GASC-1 inh – human JMJD2C demethylase inhibition | hit rate 0.069% among 330,000 | inhibition, % at 2.35 µM | GST-JMJD2C(1-420) H3K9me3 demethylation, DELFIA europium | Q9H3R0 | AID 2099;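 active means more than half of a compound's replicate wells show inhibition beyond 50%, single wells judged on their own value; inconclusive means some, but no more than half, of replicates pass 50% inhibition; inactive means no replicate passes 50% inhibition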;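 further: signal counts dimethyl H3K9 product captured on neutravidin plate; 0% = median of DMSO wells and 100% = 0.3 times that DMSO median; strong numbers were not always called active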
Target sequence (Q9H3R0 1-420 limits assumed): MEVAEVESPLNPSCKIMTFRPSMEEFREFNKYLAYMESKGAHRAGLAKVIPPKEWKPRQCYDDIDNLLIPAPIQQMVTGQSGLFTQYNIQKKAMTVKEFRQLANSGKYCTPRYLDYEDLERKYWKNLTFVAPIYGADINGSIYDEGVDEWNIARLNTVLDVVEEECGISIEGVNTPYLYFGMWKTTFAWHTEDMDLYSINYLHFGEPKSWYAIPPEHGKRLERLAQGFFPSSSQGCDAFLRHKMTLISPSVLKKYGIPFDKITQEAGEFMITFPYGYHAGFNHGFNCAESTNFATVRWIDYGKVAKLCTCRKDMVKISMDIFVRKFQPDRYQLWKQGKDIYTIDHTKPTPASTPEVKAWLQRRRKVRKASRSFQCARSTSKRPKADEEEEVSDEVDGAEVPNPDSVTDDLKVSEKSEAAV
Starred values were filed as active, the others as inactive; ? = inconclusive; . = no result given; [ ] = remark or other dose.

Every second line gives: AHR activator	RPL19A-GFP yeast	LAP4-GFP MLPCN	procasp7 counter	Yeast superoxide	MEP2-GFP yeast	proCasp3 act	GASC-1 inh
[1] COc1ccc(S(=O)(=O)N2CCCC(C(=O)N3CCOCC3)C2)cc1C (stereo unspecified)
    -2	99	97	-8	84	102	-7	-6
[2] O=C(C=C1NCCN1)c1ccccc1
    0	97	103	4	101	91	1	2
[3] Cc1csc(NC(=O)c2cc3c(s2)CCCC3)n1
    16	100	97	3	118	105	8	-10
[4] CC1CC(C)CN(C(=O)CCNC(=O)Cn2ccc3ccccc3c2=O)C1 (stereo unspecified)
    1	99	93	-12	103	102	3	-5
[5] COC(=O)c1cc(NC(=O)CC2Oc3ccccc3NC2=O)cc(C(=O)OC)c1 (stereo unspecified)
    10	97	86	-1	105	96	-5	-1
[6] CCN1C(=O)[C@@H]2[C@@H](c3ccc(-c4cccc(Cl)c4)cc3)N3CCC[C@@]3(C(=O)OC)[C@@H]2C1=O
    4	109	100	-2	117	108	-7	-19
[7] COc1ccc(C2C3=C(Nc4ncnn42)c2ccccc2CC3)cc1OC (stereo unspecified)
    9	92	92	7	90	89	-8	5
[8] COc1ccc(N2CCN(S(=O)(=O)c3ccc(-c4cc(C)no4)s3)CC2)cc1
    1	96	93	-2	107	94	9	-11
[9] Cc1ccc(C(=O)CSC2=C(C#N)C(c3ccco3)CC(=O)N2)c(C)c1 (stereo unspecified)
    16	97	94	-6	99	103	-1	2
[10] Cc1nc2sc(C(c3ccccc3)N3CCC(O)CC3)c(O)n2n1 (stereo unspecified)
    1	93	89	11	108	95	-7	-15
[11] CC1N(C)c2cc(NC(=O)c3ccco3)ccc2C1(C)C (stereo unspecified)
    11	79	112	-3	105	95	9	3
[12] CS(=O)(=O)NCCOc1ccc(S(=O)(=O)NCCOc2ccccc2)cc1
    0	93	96	-4	94	97	2	6
[13] O=C(Nc1c(F)cc(F)cc1Br)c1cccnc1
    1	98	104	4	106	100	2	-3
[14] COc1cc(CN2CCN(Cc3ccc(C(F)(F)F)cc3)CC2)cc(OC)c1OC
    0	104	96	-1	99	109	1	10
[15] O=C(NCc1ccc(Cl)cc1)C(=O)NCC1OCCN1S(=O)(=O)c1cc(F)ccc1F (stereo unspecified)
    -9	107	95	3	105	104	-4	5
[16] CCN(CC)C(=O)Cn1cc(C(=O)C(=O)NCc2ccccn2)c2ccccc21
    0	97	105	8	123	100	-6	7
[17] CC(=O)C[C@@H](O)CC(=O)[C@@H]1OC(=O)[C@H](C)CCCCc2ccccc21
    0	114	109	6	101	109	5	.
[18] O=C(CC(c1ccccc1)c1cc(Br)ccc1O)NCCN1CCOCC1 (stereo unspecified)
    1	101	91	6	100	95	-3	-5
[19] CCCCOC(=O)Nc1ccc2c(C)cc(=O)oc2c1
    2	95	113	7	83	96	-3	-4
[20] O=C(O)c1cccc(-c2ccc3c(c2)OCO3)c1
    -1	102	118	1	102	105	8	-6
[21] CCOc1ccccc1C(=O)NCC(=O)NCc1ccc(S(=O)(=O)N2CCOCC2)cc1
    1	97	96	11	98	98	16	-6
[22] CCOc1ccc(C2C(C#N)=C(N)Oc3cc(C)[nH]c(=O)c32)cc1OC (stereo unspecified)
    3	95	86	-17	108	86	-9	5
[23] CCOc1ccc2[nH]cc(-c3csc(N)n3)c2c1
    .	103	98	.	103	108	.	1
[24] Cc1cc(NC(=O)c2cc(-c3cccnc3)nc3c(C)c(C)ccc23)no1
    9	98	107	4	99	104	-1	-4
[25] O=C(c1ccc(Cl)cc1Cl)N1CCC(C(=O)N2CCOCC2)CC1
    -1	105	94	0	83	106	-4	2
[26] Cc1ccc(-c2cc(N)n(Cc3ccc(Cl)cc3)n2)cc1
    56*	97	121	2	86	97	-4	-5
[27] Cc1noc(/C=C/N(C)C)c1S(=O)(=O)N1CCCC(C(=O)NC2CCCCC2C)C1 (stereo unspecified)
    0	99	99	-2	83	102	9	6
[28] Cc1ccc(CCNS(=O)(=O)c2cc3c(cc2C)n(C)c(=O)c(=O)n3C)cc1
    6	95	99	6	94	102	13	15
[29] O=C(NNC(=O)c1ccccc1Br)c1ccc(Cl)cc1
    0	98	101	-1	115	95	1	0
[30] Nc1ncnc(Oc2cccc(C(F)(F)F)c2)c1[N+](=O)[O-]
    7	103	101	6	103	110	-4	13
[31] CCCCOc1ccc(NC(=O)c2cc(F)c(F)cc2Cl)cc1
    3	101	103	9	97	104	8	24
[32] COc1ccc(C)cc1NC(=O)CN(c1ccccc1F)S(C)(=O)=O
    16	103	111	7	103	102	-5	10
[33] Cc1ccc2oc(C(=O)N3CCN(CCO)CC3)c(C)c2c1
    1	103	84	-1	102	93	-4	5
[34] Cc1ccc(CNC(=O)C2CCCN(c3ncnc4c3nc3n4CCCCC3)C2)cc1 (stereo unspecified)
    3	100	99	20	99	106	5	-1
[35] CC(C)N(CCCNC(=O)CC1Oc2ccccc2NC1=O)Cc1ccccc1 (stereo unspecified)
    5	100	98	10	104	90	2	4
[36] O=C(Nc1cccc(O)c1)c1ccc([N+](=O)[O-])cc1Cl
    34	96	118	-2	116	99	7	4
[37] CN(C)C(CNC(=O)CCCOc1ccccc1)c1ccco1 (stereo unspecified)
    0	94	94	-1	96	99	-7	4
[38] CC(C)CNS(=O)(=O)c1ccc(CCC(=O)N2CCN(Cc3ccccc3)CC2)cc1
    0	99	94	23	101	100	0	-2
[39] CC(C)CO/C(=N/S(=O)(=O)c1ccccc1)c1ccccc1
    2	93	89	2	98	101	-4	-3
[40] OC(COCc1ccccc1)CN1CCCCC1 (stereo unspecified)
    0	100	91	-4	76	107	2	-7
[41] COc1ccc(S(=O)(=O)N2CCCC(C(=O)NCCC(C)C)C2)cc1 (stereo unspecified)
    0	93	96	4	112	96	9	-7
[42] O=C(C1CCC(CNc2c(N3CCOCC3)c(=O)c2=O)CC1)N1CCN(c2ccccc2)CC1 (stereo unspecified)
    0	99	104	-6	115	100	11	-1
[43] Cc1c(CCOC(=O)C23CC4CC(CC(C4)C2)C3)sc[n+]1CC#N
    -1	98	107	-6	101	96	-10	-4
[44] CC(C)(C)n1nc2c(c1NC(=O)Cc1cccc3ccccc13)CS(=O)C2 (stereo unspecified)
    3	100	102	7	106	100	9	-1
[45] CCc1ccc(-n2c(=O)c3ccc(C(=O)NCCc4ccccc4)cc3n(CC(N)=O)c2=O)cc1
    2	104	94	6	116	104	4	-9
[46] CC1CN(S(=O)(=O)c2ccc(F)cc2)C(C)N1C(=O)N1CCOCC1 (stereo unspecified)
    -1	95	89	-4	104	97	-3	1
[47] COC(=O)CNC(=O)Cc1c(C)n(C(=O)c2ccc(Cl)cc2)c2ccc(OC)cc12
    11	99	99	2	94	96	3	?
[48] CCOC(=O)C1CCN(C/C=C/c2ccccc2OC)CC1
    3	99	103	0	96	99	2	-7
[49] Cc1cc(C)n(/N=C/c2ccco2)c(=O)c1C#N
    -4	106	98	9	92	111	6	8
[50] CCOC(=O)c1c(C)nc2cc(C)cc(C)n12
    0	95	100	-6	97	99	-1	6
[51] O=C(CSc1nnnn1-c1ccccc1)N1CCCc2ccccc21
    8	95	99	15	89	94	3	1
[52] COc1ccc(OCC(=O)Nc2ccc(C)c(S(=O)(=O)N(C)C)c2)cc1
    7	106	100	-12	116	109	6	38
[53] COc1cc2c(cc1OC)CN(C(=O)c1cccc(S(=O)(=O)N(C)C)c1)CC2
    3	98	102	3	114	102	5	3
[54] CN1CCN(c2ccccc2NC(=O)c2cccs2)CC1
    36	103	98	-6	81	100	4	9
[55] OC(CNCc1ccccc1)COc1ccccc1 (stereo unspecified)
    1	.	.	10	.	.	7	16
[56] CN1C(=O)c2cccc3c(N(C)C)ccc(c23)C1=O
    2	98	93	-9	91	111	-6	-3
[57] O=C(COCc1cc(-c2ccc3c(c2)OCO3)on1)N1CCCCC1
    8	106	113	8	100	109	7	2
[58] c1ccc(-c2nnc(-c3ccccc3)o2)cc1
    59*	102	87	0	85	103	8	-5
[59] COC(=O)c1ccc(C23CC4(C2)[C@H](CN(C)[C@@H]4c2ccccc2)C3c2ccccc2)cc1 (stereo partly specified)
    1	101	105	-5	86	90	4	4
[60] CS(=O)(=O)c1cnc(-c2cccnc2)nc1N
    1	98	106	1	107	102	1	-34

Other results.
Every second line gives: AHR activator	RPL19A-GFP yeast	LAP4-GFP MLPCN	procasp7 counter	Yeast superoxide	MEP2-GFP yeast	proCasp3 act	GASC-1 inh
[61] COc1ccc(NC(=O)Nc2nnc(-c3ccccc3SCc3ccccc3)s2)cc1
    51*	98	95	3	107	97	-7	-5
[62] O=C(C[n+]1cccc(/C=N/O)c1)N1CCCc2ccccc21
    -2	111	95	7	92	105	-4	-1
[63] CC(C)CCNC(=O)c1cc(S(=O)(=O)N2CCc3ccccc32)cn1C
    3	109	101	7	96	99	9	-3
[64] CCOC(=O)N1CCN(C(=O)c2oc3ccc(S(=O)(=O)N(CC)CC)cc3c2C)CC1
    0	97	95	1	89	101	2	-4
[65] COC(=O)c1c(C(=O)OC)c(-c2cccc(F)c2)n2c1CS(=O)(=O)C2
    2	104	93	14	105	106	3	-20
[66] Cc1ccc(C(=O)N/C(=C\c2cn(C)c3ccccc23)C(=O)NCCN2CCOCC2)cc1
    17	34*[may fluoresce violet]	63[may fluoresce violet]	-12	111	231*[may fluoresce violet]	1	111
[67] CCCCn1c(=O)[nH]c(=O)c2c1nc(-c1ccc3ccccc3c1)n2CC
    10	104	101	7	83	106	-3	5
[68] CC(=O)c1ccc(N2CCC(c3cc(-c4ccc(Cl)cc4)n[nH]3)CC2)c([N+](=O)[O-])c1
    -16	104	108	-8	126	101	-6	-6
[69] COc1ccccc1C(=O)n1nc(-c2ccccc2)nc1N
    0	99	106	9	102	105	13	2
[70] O=C(O)COc1ccc(/C=C/c2nc(-c3ccccc3O)n[nH]2)cc1
    6	113	92	2	93	108	-4	9
[71] Cc1cccc(NC(=S)NNC(=O)CC(C)O)c1C (stereo unspecified)
    2	105	115	0	87	107	3	9
[72] COc1cc(OC)cc(C(=O)OCC(=O)Nc2cccc(S(=O)(=O)NC3=NCCCCC3)c2)c1
    -2	100	96	4	123	99	7	-5
[73] Cc1ccnn1CC(=O)N/N=C/c1ccc([N+](=O)[O-])s1
    3	99	134	-4	139	98	7	-5
[74] O=C(NC(Nc1nc2ccccc2s1)(C(F)(F)F)C(F)(F)F)c1ccccc1
    7	97	89	6	85	87	0	23
[75] Cc1ccc(Nc2ncccc2C(N)=O)cc1
    151*	112	106	2	88	112	-3	2
[76] COc1ccc(N2CCN(C(=O)CCS(=O)(=O)c3cccc4nsnc34)CC2)cc1
    2	100	100	-14	85	103	-1	1
[77] CC1CCC(NC(=O)C2c3ccccc3C(=O)N2Cc2ccc3c(c2)OCO3)CC1 (stereo unspecified)
    -1	108	103	9	92	103	8	10
[78] COC(=O)c1c(C)oc(C)c1S(=O)(=O)Nc1ccc(C(C)C)cc1
    -4	100	114	6	99	105	1	8
[79] COc1ccccc1NC(=O)COc1cccc2c1CCNC2=O
    -8	99	115	5	103	100	4	-33
[80] Nc1cc(F)ccc1N1CCCCCC1
    0	107	93	5	107	104	-7	0

Single entries from above:
Reading of #79 in LAP4-GFP MLPCN: 115
Reading of #80 in AHR activator: 0
